Screens from PubChem.
IMPase Li inh: membrane-permeable IMPase blocker, potentiated with lithium | Potency, µM (series often up to 59.4 µM), inactives show at the highest dose activity, negative = IMPase inhibition, actives largely listed as inhibitors | AID 1457 | CHO-M1 cells, IP1 TR-FRET (IP-One), carbachol + lithium | 0.35% of 210,000 active;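 note: IP1 builds up when IMPase is blocked and the TR-FRET signal falls; potency is the fitted concentration of half-maximal effect; plate controls were basal vehicle for no effect and high inhibitor control for full effect; nearly all actives have a fitted effect of over 50% in size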
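CHO-M1, 2000 cells/well, 16–30 h culture; cpd + low Li+, 30 min 37C; lysis with d2-IP1/Eu-anti-IP1 Ab, 10 min RT; TR-FRET 665/620 ratio and 620 channel; AC50 via Hill.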
Luc counter: blocks Kinase-Glo luciferase, a counter-screen artifact. Q27757. Potency, µM (titrated, usually from 38.3 µM), for the others: at the top dose activity change, negative = inhibition, usual class: inhibitors. 0.28% of 200,000 active. AID 1379. Kinase-Glo luciferase, ATP luminescence, 8 min; note: potency is the fitted concentration of half-maximal effect; % is set by controls: 0 for no effect and ±100 for the full control effect; nearly all actives have a fitted effect of over 60% in size
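Luminescence was the read-out, taken after 8-minute incubation at ambient temperature. Luciferase turned over luciferin with 10 uM ATP in imidazole pH 7.2 buffer containing KCl, MgCl2, Tween 20 and BSA.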
NPSR antagonist: blocks cAMP signaling of the human neuropeptide S receptor; Q6W5P4; CHO-NPSR cells, cAMP TR-FRET, antagonist mode; Potency, µM (top dose mostly 38.3 µM), for inactives: at the highest dose activity change, negative = inhibition, most hits filed as inhibitors; 1% of 220,000 active; note: potency is the fitted concentration of half-maximal effect; % is set by controls: 0 for no effect and ±100 for the full control effect; nearly all actives have a fitted effect of over 50% in size; many of its hits are not listed in these tables
Target sequence (Q6W5P4 whole entry, looked up): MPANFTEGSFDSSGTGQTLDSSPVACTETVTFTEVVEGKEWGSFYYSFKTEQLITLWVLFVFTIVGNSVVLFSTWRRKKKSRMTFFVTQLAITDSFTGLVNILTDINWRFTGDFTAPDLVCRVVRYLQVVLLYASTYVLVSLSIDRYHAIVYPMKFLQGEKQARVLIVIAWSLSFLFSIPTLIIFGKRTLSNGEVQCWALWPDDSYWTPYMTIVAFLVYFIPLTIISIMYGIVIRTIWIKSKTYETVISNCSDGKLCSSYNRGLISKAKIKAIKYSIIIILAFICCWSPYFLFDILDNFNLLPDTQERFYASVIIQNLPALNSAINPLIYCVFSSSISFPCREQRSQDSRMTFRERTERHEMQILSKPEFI
Epigenetic reg: derepresses silenced GFP reporter in murine cells. 0.2% of 280,000 active. Potency, µM (titrated, usually from 53.9 µM), for inactives: at the top dose GFP activation, actives largely listed as activators. AID 1865. murine LDR cells, GFP reporter derepression, 30 h; note: potency is the fitted concentration of half-maximal effect; % of control where 0% means no effect; nearly all actives have a fitted effect of over 60% in size
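Murine LDR cells bearing a silenced CMV-driven GFP reporter were exposed to compound for 30 h at 37 C. After PBS washes, GFP-positive cells (20-120 um objects) counted by laser-scanning microplate cytometry.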
CBFb-RUNX1 inh: blocks binding between human CBF-beta and RUNX1. Q01196+Q13951. AlphaScreen CBFb-His/RUNX1-biotin binding, biochemical. Potency, µM (doses to about 59.8 µM), without a hit: at the highest dose activity, negative = inhibition, actives largely listed as inhibitors. 230,000 tested, under 10 active; note: % of control where 0% means no effect
Target sequence (Q01196 whole entry, looked up): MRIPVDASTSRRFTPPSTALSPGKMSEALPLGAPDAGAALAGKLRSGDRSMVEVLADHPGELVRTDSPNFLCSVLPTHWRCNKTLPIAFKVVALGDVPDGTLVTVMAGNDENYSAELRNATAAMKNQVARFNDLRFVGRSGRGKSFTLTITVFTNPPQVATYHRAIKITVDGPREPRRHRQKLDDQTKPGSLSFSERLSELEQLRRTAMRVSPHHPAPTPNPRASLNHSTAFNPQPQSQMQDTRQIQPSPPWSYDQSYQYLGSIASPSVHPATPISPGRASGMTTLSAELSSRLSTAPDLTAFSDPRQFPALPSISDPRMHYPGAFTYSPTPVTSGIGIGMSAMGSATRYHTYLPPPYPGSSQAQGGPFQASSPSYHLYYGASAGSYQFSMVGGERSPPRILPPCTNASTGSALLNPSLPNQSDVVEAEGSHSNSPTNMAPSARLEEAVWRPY
Target sequence (Q13951 whole entry, looked up): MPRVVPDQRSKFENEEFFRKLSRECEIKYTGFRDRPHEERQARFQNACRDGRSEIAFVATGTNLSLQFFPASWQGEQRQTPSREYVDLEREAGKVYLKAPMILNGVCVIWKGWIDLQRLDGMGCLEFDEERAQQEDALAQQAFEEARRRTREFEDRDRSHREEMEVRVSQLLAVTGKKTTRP
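AlphaScreen proximity signal reports loss of binding between His-tagged CBF-beta and biotin-labelled RUNX1, each at 30 nM. Proteins are pre-associated for 20 minutes, compounds added for 15 minutes, then beads for 90 minutes, all at ambient temperature.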
HttQ103 aggreg: mutant huntingtin aggregation inhibition | PC12 HttQ103-GFP aggregates, Acumen cytometry, 40 h | Potency, µM (highest dose often 46.1 µM), for the others: top-dose activity change, negative = inhibition, actives largely listed as inhibitors | 1.1% of 220,000 active | AID 1688; note: potency is the fitted concentration of half-maximal effect; % is set by controls: 0 for no effect and ±100 for the full control effect; nearly all actives have a fitted effect of over 60% in size
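Quantitative HTS on tebufenozide-induced (100 nM) PC12 cells stably expressing polyQ103 Huntingtin exon 1–GFP. Reduction of bright GFP aggregates, detected by laser scanning cytometry after lysis, identified actives across the titration.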
LMNA splice mod: modulators of lamin A splicing. HeLa LMNA splicing GFP/RFP minigene ratio, 48 h. Potency, µM (top dose mostly 46.1 µM), for the others: at the highest dose ratio change, negative = inhibition, actives largely listed as inhibitors. 0.01% of 200,000 active; active = well fitted inhibition curve with a large enough effect in the signal ratio, with a control signal flat, not every such curve was filed as active; inconclusive = small, poorly fitted or top-dose-only effect, or effect the other way, or a change in a side signal; the % refers to the signal ratio; note: potency is the fitted concentration of half-maximal effect; % is set by controls: 0 for no effect and ±100 for the full control effect
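Read-out is the ratio of GFP to DsRed2 object intensity, acquired by 488 nm laser-scanning cytometry on HeLa lamin A-EGFP minigene reporter cells. Compound incubation 48 hrs at 37 °C in Opti-MEM with 2% FBS; DMSO 0.5% final.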
Numbers without * were called inactive; ? = inconclusive; / = not tested or not shown; & = joins results of further samples; [ ] = remark or other dose. Unless noted, calls come from the whole dose curve; as a rule, active = well fitted curve in the direction sought with a large enough effect; inconclusive = small, poorly fitted or top-dose-only effect, or another doubt; inactive = no such curve, though single readings can be large; an effect the other way counts as inactive or inconclusive. Only part of the results is shown (hit frequency here may not be typical).

Structure	IMPase Li inh	Luc counter	CBFb-RUNX1 inh	NPSR antagonist	HttQ103 aggreg	LMNA splice mod	Epigenetic reg
Cc1ccc2c(c1)NC(=O)C(N1CCOCC1)(C(F)(F)F)O2 (configuration not stated)	2%[38.3 µM]	-4%	-1%	-16%[46.1 µM]	8%	6%	1.1%
O=C(Nc1nc(-c2ccccc2)cs1)C1c2ccccc2Oc2ccccc21	5%[38.3 µM]	2%	5%	?	0%	9%	-7.0%
COc1ccc(Cl)cc1NC(=O)NC(C)c1ccncc1 (configuration not stated)	5%[38.3 µM]	2%	7%	-17%[46.1 µM]	-11%	-9%	0.0%
O=C(CSc1nnc(COc2ccc(Cl)cc2)o1)N1c2ccccc2CCc2ccccc21	19%[38.3 µM]	1%	-10%	-26%[46.1 µM]	-14%	?	-0.8%
O=C(/C=C/Nc1ccc([N+](=O)[O-])cc1Br)c1cccc2ccccc12	14%	-17%	-2%	-5%	8%	-1%	8.3%
NC(=S)N/N=C/c1cccc(/C=N/NC(N)=S)c1	/	/	-8%	0%	3%[9.22 µM]	/	2.1%
CC(=O)Nc1ccc(-c2csc(NC(=O)c3ccc(C)o3)n2)cc1	16%[38.3 µM]	-4%	-11%	-16%[46.1 µM]	19%	4%	-0.3%
CCS(=O)(=O)N1CCC(C(=O)NCCCN2CCN(c3ccccc3F)CC2)CC1	-5%[38.3 µM]	1%	3%	-7%[46.1 µM]	3%	11%	-0.9%
Cc1ccc(C(OCCN(C)C)c2cccc(C(F)(F)F)c2)cc1 (configuration not stated)	10%	0%	3%	-9%	-9%	11%	-3.5%
Cc1[nH]cnc1CSCc1ccc(Cl)cc1	0%	-7%	-5%	19%	21%	?	1.9%
Cc1nc2sc(C(c3ccc(Cl)cc3)N3CC(C)OC(C)C3)c(O)n2n1 (configuration not stated)	-5%[38.3 µM]	1%	-3%	-21%[46.1 µM]	23%	10%	-0.9%
OCCN(Cc1ccccc1)Cc1ccccc1F	29%[38.3 µM]	3%	7%	-1%[46.1 µM]	-26%	-3%	3.1%
CC(=O)SC(C)CC(=O)NCc1ccccc1 (configuration not stated)	30%[38.3 µM]	-2%	-4%	4%[46.1 µM]	0%	14%	-1.2%
COc1ccc(-c2nn(-c3ccccc3)cc2/C=C/C(=O)OCC(=O)Nc2ccc(C#N)cc2)cc1	8%	1%	10%	-41%	7%	-6%	2.0%
C=CCNC(=O)Nc1ccc(F)c(Cl)c1	-4%	3%	0%	8%	-1%	4%[46 µM]	-4.5%
O=C1CC(c2ccc(S(=O)(=O)Nc3cc(C(F)(F)F)cc(C(F)(F)F)c3)cc2)CN1 (configuration not stated)	21%[38.3 µM]	5%	1%	2%[46.1 µM]	17%	21%	-1.0%
O=C(CNC(=O)c1ccc(-c2ccccc2)cc1)Nc1ccc(S(=O)(=O)Nc2ncccn2)cc1	/	/	6%	-17%	20%[9.22 µM]	/	-1.3%
CC(C)COc1ccc(C(=O)OCCN2CCOCC2)cc1	54%[activator][38.3 µM]	2%	-10%	-7%[46.1 µM]	1%	-3%	2.3%
Cc1cc(NC(=O)CSc2nccn2C)n(-c2ccccc2)n1	/	/	13%	1%	22%[9.22 µM]	/	-1.1%
COc1cc(OC)c2ccc(=O)oc2c1C(CCN1CCCCC1)c1ccc(N(C)C)cc1 (configuration not stated)	/	/	-14%&-3%	5%	?	/	0.0%
O=C1C=C(NCc2ccc(Cl)cc2)CCC1	9%	1%	-3%	7%[46.1 µM]	-14%	-11%	0.0%
Cc1nc2c([nH]1)C1(CCN(Cc3ccccc3)CC1)C(C#N)=C(N)O2	13%[38.3 µM]	-1%	3%	-19%[46.1 µM]	-3%	7%	-1.1%
CCOC(=O)N1CCN(C(=O)c2cc(-n3cnnc3)ccc2Cl)CC1	21%[38.3 µM]	2%	0%	-4%[46.1 µM]	-20%	-5%	0.0%
COc1cc(C2C(C#N)=C(N)Oc3cc(C)n(CCc4ccccc4)c(=O)c32)cc2c1OCO2 (configuration not stated)	-24%[38.3 µM]	-4%	4%	9%[46.1 µM]	-27%	19%	5.5%
COc1ccccc1-c1nnc(SC(C(=O)c2c[nH]c3ccccc23)c2ccccc2)n1C (configuration not stated)	/	/	-9%	?	2.8µM*	?	-0.9%
COc1ccc(-n2c(SCC(=O)Nc3sc4c(c3C#N)CCCC4)nnc2-c2ccccc2OC)cc1	7%	3%	-14%	-26%[46.1 µM]	1%	-3%	1.0%
CCCc1cc(=O)[nH]c(SCC(=O)CSc2nc(CCC)cc(=O)[nH]2)n1	4%[38.3 µM]	14%	-5%	?	-3%	0%	0.0%
COc1ccc(/C=N/n2cnc3c([nH]c4ccc(F)cc43)c2=O)cc1CSc1ccccn1	/	/	5%	?	-5%[9.22 µM]	/	-0.4%
CCN(CC)S(=O)(=O)c1cccc2nsnc12	25%[38.3 µM]	1%	12%	-2%[46.1 µM]	-13%	-3%	0.0%
Cc1cc(NC(=O)CCC(=O)N(c2ccc(F)cc2)C2(C(=O)NC3CCCCC3)CCCC2)no1	8%[38.3 µM]	12%	10%	?	11%	?	3.1%
CCC(C)C(=O)Nc1nc(-c2ccc3c(c2)NC(=O)CO3)cs1 (configuration not stated)	-4%[38.3 µM]	-4%	0%	-12%[46.1 µM]	-23%	-17%	-1.1%
COc1ccc(NC(=O)CC2SC3=NCCN3C2=O)cc1 (configuration not stated)	6%	0%	0%	9%	-1%[9.22 µM]	3%[46 µM]	-1.3%
CC1(C)NC(=O)N(CN2C(=O)NC(C)(C)C2=O)C1=O	-3%[38.3 µM]	2%	3%	-2%[46.1 µM]	5%	8%	4.3%
COc1ccc(CCN2C(=O)CC(NNc3ccc([N+](=O)[O-])cc3)C2=O)cc1OC (configuration not stated)	5%	0%	-3%	-17%	-3%	1%[46 µM]	0.3%
COc1ccccc1N1CCN(C(=O)c2oc3cc(C)cc(C)c3c2C)CC1	0%	1%	-5%	-28%[46.1 µM]	?	?	-2.0%
CCCCCCOc1ccc(OC(=O)c2cccnc2)cc1	9%[38.3 µM]	-3%	18%	1%[46.1 µM]	-15%	-40%	-0.9%
COc1ccc(C(CNC(=O)c2ccccc2SC)N(C)C)cc1 (configuration not stated)	11%	-2%	6%	-1%	14%	-7%[46 µM]	-3.2%
COC(=O)COc1ccc(S(=O)(=O)N2CCN(c3ccc(F)cc3)CC2)cc1	21%[38.3 µM]	0%	-2%	-17%[46.1 µM]	9%	9%	-4.1%
COc1ccc(C2/C(=C(/O)c3ccc(C)cc3)C(=O)C(=O)N2C)cc1 (configuration not stated)	5%[38.3 µM]	2%	17%	-12%[46.1 µM]	7%	-10%	0.0%
Cc1ccc2nc(-c3ccc(Br)o3)oc(=O)c2c1	16%[38.3 µM]	-9%	1%	-6%[46.1 µM]	-23%	3%	0.0%
Cc1ccc(S(=O)(=O)NC(=O)c2cc(C)n(CCCn3ccnc3)c2C)cc1	-7%[38.3 µM]	12%	-19%	9%[46.1 µM]	16%	7%	-0.7%
Cc1ccc(C2=[N+]([O-])C(C)N(O)C2(C)C)o1 (configuration not stated)	15%[38.3 µM]	-4%	-1%	-7%[46.1 µM]	-30%	4%	3.7%
O=S(=O)(c1ccccc1)c1cnn(-c2ccccc2)c1-c1ccc(F)cc1	24%[38.3 µM]	-2%	6%	?	-10%	?	-0.9%
O=C(O)CN1C(=O)SC(Nc2ccccc2C(=O)O)C1=O (configuration not stated)	5%[38.3 µM]	11%	1%	-16%[46.1 µM]	-3%[1.84 µM]	21%	5.2%
O=C(CCN1C(=O)S/C(=C\c2cccs2)C1=O)NC1=NCCS1	11%	0%	0%	0%	-6%	?	0.0%
Cc1ccc(Cl)c(NC(=O)CN2CCN(C=O)CC2)c1	-5%	-4%	4%	3%	13%	5%[9.22 µM]	1.1%
Cc1ccc(C(=O)CSc2nc3ccccc3o2)cc1	39%[activator][38.3 µM]	-3%	?	-18%[46.1 µM]	5%	6%	0.0%
CC(C)CCOC(=O)C[N+](C)(C)CCOC1CC2CCC1(C)C2(C)C (configuration not stated)	9%	0%	11%	-41%	?	?	1.3%
CC(C)(C)OC(=O)N1CC(O)CC1C(=O)OCC(=O)c1ccc(-c2ccccc2)cc1 (configuration not stated)	-2%	-5%	7%	-11%	-24%	38%[46 µM]	-2.8%
Cc1ccc2cc(C(c3nnnn3C3CCCC3)N3CCN(c4ccccc4)CC3)c(=O)[nH]c2c1 (configuration not stated)	-5%[38.3 µM]	0%	-15%	?	-10%	-6%	0.9%
COc1ccc(-c2nnc(N(C)C(=O)c3ccno3)s2)cc1	9%	-2%	2%	3%	-19%	0%	-1.0%
COC(=O)c1ccc2nc(NC(=O)C(C)C)sc2c1	-2%	1%	-3%	-8%	-15%	17%[9.22 µM]	0.8%
CC(=O)c1c(C)[nH]c(C(=O)N2CCN(c3ncccn3)CC2)c1C	-1%[38.3 µM]	3%	-2%	5%[46.1 µM]	-15%	-5%	1.0%
O=C(Nc1ccon1)c1ccc(Cl)s1	2%	0%	7%	3%[46.1 µM]	-22%	?	-4.6%
Cc1ccc2nc(N(CCN(C)C)C(=O)/C=C/c3cccs3)sc2c1	1%	-1%	4%	-8%	13%	?	0.0%
Cc1cc(Oc2ccc([N+](=O)[O-])cc2)nc(N2CCOCC2)n1	/	/	2%	-17%	-1%[9.22 µM]	/	-0.3%
CCOc1cc(C=O)ccc1OCC(=O)NC(C)(C)C	4%	7%	6%	-5%	24%	/	5.6%
COc1ccc(NS(=O)(=O)c2ccc(Br)s2)cc1OC	3%[38.3 µM]	1%	3%	-2%[46.1 µM]	?	?	2.9%
CC(C)C1=C2OC(N)=C(C#N)C(C#N)=C2C(C)CC1 (configuration not stated)	22%[38.3 µM]	-5%	0%	-13%[46.1 µM]	21%	2%	0.9%
Cc1cc(NC(=O)Cc2ccccc2)no1	-1%	0%	2%	3%	2%	-7%	0.3%
